# KDM5B inhibitor: inhibitors of human KDM5B histone demethylase. actives 2.6% (n = 220,000). Q9UGL1. KDM5B demethylase, FDH-coupled NADH fluorescence (FDH is formaldehyde dehydrogenase). Potency, µM (top dose mostly 57.7 µM), for inactives: top-dose activity change, negative = inhibition, hits mostly inhibitors; active means well fitted inhibition curve with a large enough effect; inconclusive means small, poorly fitted or top-dose-only effect; inactive means no such curve, though single readings can be large or run the other way; further: 0% is about no effect; nearly all actives have a fitted effect of over 70% in size
#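 Here, H3K4me3 peptide (12.5 µM in substrate mix) is demethylated by KDM5BΔAP, 200 nM final, after 10 min compound exposure. Formaldehyde product is coupled through FDH (0.25 U/mL in mix) to NADH fluorescence; 30-min ΔRFU feeds dose-response curves.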
# The depositor's hits bear a star; u = inconclusive; & = joins results of further samples; [ ] = dose if it differs, or a comment. Potency means the concentration at half of the fitted maximal effect. Some of the compounds tested. The share of hits here may be higher or lower than overall.
# A first look, 2 compounds:
nr	structure	KDM5B inhibitor
1	CN1C(=O)CCC2(CNC(=O)c3cnccn3)CCCC=C12 (centres undefined)	-17%
2	O=C(O)c1cc(F)ccc1Cl	16%

# The list itself, previewed entries included:
nr	structure	KDM5B inhibitor
1	CN1C(=O)CCC2(CNC(=O)c3cnccn3)CCCC=C12 (centres undefined)	-17%
2	O=C(O)c1cc(F)ccc1Cl	16%
3	Cc1noc(-c2ccn3c(CNC(=O)c4ccc(N(C)C)cc4)nnc3c2)n1	u
4	Cc1ccccc1CN1CCC(N(C)Cc2ccccc2)CC1	-25%
5	CNC(=O)N1CCC(C2CCN(C(=O)NCCCOC)C2)CC1 (centres undefined)	-7%
6	Cc1cc(-c2ccccc2)c2c(C)c(C)sc2n1	-22%
7	COc1ccc(-c2coc3cc(OCC(=O)Nc4nccs4)ccc3c2=O)cc1	4%
8	COc1ccc(S(=O)(=O)N2CCN(CC(=O)Nc3sccc3C(N)=O)CC2)cc1OC	35%
9	CCn1nc(C(=O)Nc2ccc3nc(SC)sc3c2)c2ccccc2c1=O	9%
10	O=C(c1n[nH]c2ccccc12)N1CCC(c2nc(CCOCC3CCOCC3)no2)C1 (centres undefined)	22%
11	CN(Cc1ccncc1)C1CCOc2ccccc21 (centres undefined)	u
12	O=C(Nc1nc(-c2ccccn2)cs1)C1CC(=O)N(c2ccccc2F)C1 (centres undefined)	25%
13	Cc1nn2cc(CCNC(=O)C3NCCc4[nH]cnc43)nc2s1 (centres undefined)	u
14	COC(=O)CNC(=O)C(C)(C)c1cccc(C(F)(F)F)c1	-14%
15	Cc1ccc2oc3c(c(=O)c2c1)C(c1ccc(OCC(N)=O)cc1)N(Cc1ccc2c(c1)OCO2)C3=O (centres undefined)	17%
16	COc1ccc(-c2ccccc2C=O)cc1	-3%[230 µM]
17	CCOc1ccccc1NC(=O)COC(=O)c1nn(C)c(=O)c2ccccc12	12%
18	COCCNC(=O)C1COC2(CCN(C(=O)c3ccc(F)cc3)CC2)N1C(=O)c1ccccc1 (centres undefined)	-2%
19	CCOC(=O)C(N/C=C(/C#N)c1cccc(F)c1)C(=O)OCC	-19%
20	CCC(CC)NCc1cccnc1Oc1ccccc1	-20%
21	CS(=O)(=O)N(C1CCOCC1)C1CN(C(=O)Nc2ccccc2F)C1	-11%
22	COc1ccccc1CNC[C@H]1Cn2c(-c3ccccc3)cnc2CO1	-5%[86.2 µM]
23	CN(C(=O)c1cc2c(s1)-c1ccccc1S(=O)(=O)C2)c1ccccc1	24%
24	COC(=O)c1ccc(OC)c(CN2CCCN(Cc3ccc(F)cc3)S2(=O)=O)c1	3%
25	COc1ccc(NC(=O)CN2C(=O)NC3(CCS(=O)(=O)CC3)C2=O)cc1Cl	22%
26	Cc1cc(C)nc(NS(=O)(=O)c2ccc(NC(=O)c3ccccc3O)cc2)n1	u
27	O=C(Nc1cccc(Cl)c1)Nc1ccccc1C(=O)O	u
28	CC(C)=NNC(=O)COc1ccc(OCc2ccccc2)cc1	13%
29	C=C1CCC(O)C2(C)CCC3C(C)C(=O)OC3C12O (centres undefined)	10%
30	CN(Cc1ccc(-c2ccccc2)cc1)Cc1ccccn1	u
31	Cc1ccc(S(=O)(=O)c2nnn3c2nc(NC2CCCC2)c2ccccc23)cc1	u
32	O=C(COC(=O)c1c(F)cccc1F)NCc1ccc2c(c1)OCO2	1%
33	CC(C)N1C(=O)C2(CCCCC2)C1C(=O)NC1CCCC1 (centres undefined)	6%
34	CCc1cccc(NC(=O)Cn2c(-c3ccc(Cl)cc3)nc(C)c(CCO)c2=O)c1	33%
35	CCOCCn1c(N2CCN(C)CC2)nc2c1c(=O)[nH]c(=O)n2C	-6%
36	Cn1c(CCNC(=O)c2cccc(F)c2)nc2cc(NC(=O)C3CCCO3)ccc21 (centres undefined)	-14%
37	COc1ccc2c(c1)C=C(CN1CCCC(O)(CN(C)C)C1)CO2 (centres undefined)	-4%
38	Cc1ccc(C)c(NC(=O)c2ccc3c(c2)NC(=O)C2CCCN32)c1 (centres undefined)	u
39	CCN1CCCC1CNC(=O)C(C)C (centres undefined)	10%
40	CCC(C)NC(=O)CSc1nc(-c2ccccc2)cc(C(F)(F)F)n1 (centres undefined)	15%
41	Fc1cccc(-c2nc(-c3ccccc3)no2)c1	17%
42	C/C(=N\NC(=O)C(c1ccccc1)c1ccccc1)C(C)(C)C	18%
43	CC(C)C(C)N(C)Cc1nnc(-c2ccc(Br)o2)o1 (centres undefined)	14%
44	C=CCNC(=S)N/N=C/c1ccc(C)s1	20%
45	Cc1nc(CCN(C)C(=O)c2ccc3nc(Cc4ccccc4F)oc3c2)no1	0%
46	CCCc1cc(=O)oc2c(C)c(OCC(=O)c3ccccc3)ccc12	15%
47	Cc1nc(CCNC(=O)NC2CCCCC2)no1	-10%
48	Fc1ccc2c(c1)nc1n2[C@@H](CNC2CCOCC2)COC1	-12%[86.2 µM]
49	O=C(CSc1nnc(-c2cccc(S(=O)(=O)N3CCCCC3)c2)o1)c1ccccc1	-8%
50	COc1ccc(NC(=O)CCN2CCN(c3cccc(Cl)c3)CC2)cc1	-11%
51	CCCCCCc1ccc(C(=O)Nc2ccc(C)cc2)cc1	-6%
52	CO[C@H]1C(=O)N(C2CCN(C(=O)c3cccc(C#N)c3)CC2)[C@H]1c1ccncc1	1%
53	COc1ccc(C[C@H](NC(=O)C2=C[C@@H](NC(=O)CC3(CC(=O)O)CCCC3)[C@@H](O)[C@H](O)C2)C(N)=O)cc1	-3%
54	Nc1nc(NCc2ccco2)nc(Nc2ccc(F)cc2)c1[N+](=O)[O-]	11%
55	Cc1ccc(CN2CCC(n3nccc3NC(=O)c3ccccc3C)CC2)o1	3%
56	O=[S+]([O-])(Nc1ccccc1)c1ccc2c(c1)OCCN(Cc1cocn1)C2	3%[86.2 µM]
57	CS(=O)(=O)c1ccc(CN2CCOC[C@H]2c2ncc(-c3ccc(Cl)cc3)[nH]2)cc1	-27%[86.2 µM]
58	COc1ccc(-n2ncc(C(=O)NCc3cccs3)c2C2CCN(C(=O)OC(C)(C)C)CC2)cc1	-14%
59	COc1ccc(/C=C/c2nc(=O)c3ccccc3o2)cc1	1%
60	O=C(Cn1nc2c(cc1=O)CCCC2)Nc1nc(-c2ccccn2)cs1	13%

# Retrieved by compound from the list above (2):
nr	structure	KDM5B inhibitor
50	COc1ccc(NC(=O)CCN2CCN(c3cccc(Cl)c3)CC2)cc1	-11%
41	Fc1cccc(-c2nc(-c3ccccc3)no2)c1	17%

# Next structures follow:
nr	structure	KDM5B inhibitor
61	Cc1cccc(OCC(=O)N2CCC3(CC2)NC(=O)N(c2cccc(F)c2)N3)c1	-14%
62	O=C(CSc1nnc(COc2ccccc2)o1)Nc1cc(C(F)(F)F)ccc1Cl	-12%
63	Cn1c(=O)c2c(ncn2CCC(=O)Nc2cccc(Br)c2)n(C)c1=O	2%
64	COc1cccc(NC(=O)Cn2nnc(C(=O)NCCc3ccccc3)c2N)c1	1%
65	CC(=O)NC1=NN(C(C)=O)C2(S1)C(=O)N(CC(C)C)c1ccc(C)cc12 (centres undefined)	20%
66	Cc1ccc(C(=O)N2CCC(n3cc(-c4nc(-c5ccccc5)no4)nn3)CC2)cc1	1%
67	Cn1cc(CC(=O)NCc2ccc(C(N)=O)cc2)c2ccccc21	-7%
68	COc1cc(OC)c(C(=O)N2CCC3(CC2)[C@H](O)C[C@@H]3OC)cc1OC	-22%
69	Cc1nccn1CC1(CNc2ccncn2)CC1	-1%
70	CC1CCCCN1S(=O)(=O)c1ccc(NC(=O)CN2C(=O)c3ccccc3S2(=O)=O)cc1 (centres undefined)	-8%
71	COc1cc(OC)c(NS(=O)(=O)c2ccc3c(c2)CCCN3C(C)=O)cc1Cl	-1%
72	COCC(=O)N1CCN(CC(=O)Nc2ccc(C)cc2)[C@H]2CS(=O)(=O)C[C@H]21	9%
73	Cc1ccc(C)c(NC(=O)c2cc3c(s2)CCC3)c1	2%
74	Cn1cc(CNCC2(COc3ccc(C(F)(F)F)cn3)C[C@@H](O)[C@@H](O)C2)cn1 (some centres undefined)	-10%
75	COc1ccc(-c2cn3c(n2)CO[C@@H](CNS(C)(=O)=O)C3)cc1	u
76	O=C(COc1cccc(F)c1)NCCc1nnc2ccccn12	-26%
77	O=C(CSc1ccc(-c2cccnc2)nn1)c1ccc([N+](=O)[O-])cc1	-24%
78	Clc1ccc(-c2csc(Nc3cccnc3)n2)cc1	-5%
79	COCC1CN(C(C)=O)CC12CCN(C(=O)c1ccsc1)CC2 (centres undefined)	-14%
80	COc1ccc(Cn2ccc3nc(C)c(C(=O)N4CCN(c5ccccc5OC)CC4)cc3c2=O)cc1	-1%
81	O=C(CCSc1ccccc1)OCC(=O)c1ccc(Cl)cc1	-4%
82	COc1ccc(Cc2ncc3c(n2)CN(C(=O)c2ccc(F)c(C)c2)C3)cc1	-30%
83	CCOc1ccccc1C1NC(=O)N(CC(=O)Nc2cccc(C#N)c2)C2=C1C(=O)OC2 (centres undefined)	-10%
84	CCCCN1C(=O)c2ccccc2C(C(=O)NCCC)C12CCCCC2 (centres undefined)	15%
85	COc1ccc(CN2C(=O)[C@@H]3C[C@@H](CN3C3CCC3)Oc3ccccc32)cc1	u
86	COc1ccc(CNC(=O)NCC(=O)N2CCCCCCNC(=O)CC2c2ccccc2)cc1 (centres undefined)	11%
87	CC(C)NC(=O)C1(CCO)CC12CCOCC2 (centres undefined)	-10%
88	CCc1nc(-c2c3n(c(=O)n(Cc4cc(=O)n5ccccc5n4)c2=O)CCCC3)no1	22µM*
89	CC(C)C(=O)Nc1ccc2nc(SCC(=O)N3CCOCC3)sc2c1	-15%
90	CCOc1ccc2c(c1)[C@@H]1C=CC[C@@H]1[C@H](c1ccccc1Cl)N2	u
91	Cc1cccc(CNC(=O)c2cc3c(=O)[nH]c(C)cn3n2)c1	-3%
92	COc1cccc(CNC(=O)Cn2ncn3c(cc4ccccc43)c2=O)c1	u
93	CC[C@H]1CN(C(=O)C(C)(C)C)CC[C@H]1CC(=O)NCc1cccnc1	-5%[86.2 µM]
94	O=C(Nc1ccc(F)c(Cl)c1)C1CCN(C(=O)c2ncn3c2COC(c2ccccc2)C3)CC1 (centres undefined)	7%
95	NC(=O)C1CCN(C(=O)Cn2ccc3c(Cl)cccc32)CC1	0%
96	Cc1ccc(-c2ccnc(=S)[nH]2)cc1C	u
97	CC(=O)c1ccc(NC(=O)Cn2c(=O)nc(-c3ccccc3)c3ccccc32)cc1	-3%
98	CC(=O)Nc1ccc(Nc2cc(C)nc3c(-c4ccc(C)cc4)c(C)nn23)cc1	u
99	Cc1nc(SCC(=O)N(c2ccccc2)c2ccccc2)oc1C	9%
100	CN(C)CCCNC(=S)NCCc1ccccc1	18%

# 4 entries from above, reformatted:
item | KDM5B inhibitor | Molecule
81 | -4% | O=C(CCSc1ccccc1)OCC(=O)c1ccc(Cl)cc1
82 | -30% | COc1ccc(Cc2ncc3c(n2)CN(C(=O)c2ccc(F)c(C)c2)C3)cc1
83 | -10% | CCOc1ccccc1C1NC(=O)N(CC(=O)Nc2cccc(C#N)c2)C2=C1C(=O)OC2 (centres undefined)
84 | 15% | CCCCN1C(=O)c2ccccc2C(C(=O)NCCC)C12CCCCC2 (centres undefined)

# The results go on:
nr	structure	KDM5B inhibitor
101	Cc1ccc(-n2c(SCC(N)=O)nc3c([nH]c4ccccc43)c2=O)cc1	-54%
102	CC(C)C(=O)Nc1nnc(S(=O)(=O)N2c3ccccc3CC2C)s1 (centres undefined)	9%
103	O=C(N1CC(c2nnc(-c3ccncc3)o2)C2(CCOCC2)C1)C1(c2ccccc2)CC1 (centres undefined)	-9%
104	CCOC(=O)c1ccc2c(c1)nc(SC(C)C(=O)NCC1CCCO1)n2CC (centres undefined)	27%
105	CC(C)(O)CCc1ccc(C(=O)NCc2nc(-c3ncccn3)no2)cc1	31%[activator]
106	O=C(O)c1cc(NCc2ccc(-c3ccccc3)cc2)ccc1N1CCOCC1	-16%&-18%
107	CC(=O)Nc1ccc(NC(=O)c2nnn(-c3ccc4noc(-c5ccc(Cl)cc5)c4c3)c2C)cc1	0%
108	CC(=O)N1CCc2c(sc3c2c(=O)n(-c2ccc(F)cc2)c(=O)n3Cc2cc(C)ccc2C)C1	0%
109	COc1ccc(NC(=O)c2nc3ccccc3nc2N2CCCCC2)cc1OC	-17%
110	CCCOC(=O)COc1ccc2c(=O)c(Oc3cc(C)c(Cl)c(C)c3)coc2c1	-10%
111	c1ccc2c(c1)CC(Cc1nc(C3CCOC3)n[nH]1)C2 (centres undefined)	24%
112	COc1cccc(CCC(=O)Nc2nc(C)c(C)s2)c1OC	10%
113	CCc1cc(C(c2ccc(OC)c(OC)c2)N2CCN(CC)CC2)c(NC(=O)c2ccco2)s1 (centres undefined)	-21%
114	CC(C)CN1CC[C@H](c2nc3ccccc3n2C)C1	u
115	CCOc1ccc(-n2nc3cc(C)c(NC(=O)CC)cc3n2)cc1	u
116	O=C(c1ccc2c(c1)N(Cc1cccc(F)c1)C(=O)c1ccccc1S2)N1CCC2(CC1)OCCO2	-11%
117	CC(=O)N1CC(CO)C2(CCN(C(=O)Cc3ccccc3Cl)CC2)C1 (centres undefined)	-15%
118	O=C(c1cccs1)N1CCN(Cc2ccc(=O)n(CC3CC3)c2)CC1	-19%
119	C[C@H]1CN(C(=O)Nc2cc(F)cc(F)c2)C[C@@H]1c1nc(-c2ccncc2)no1	-24%
120	O=C(C1CCCC1)N1CC2(CCN(Cc3cccnc3)CC2)Cc2ccccc21	-27%[115 µM]
121	O=C(Cn1ccn2nc(-c3ccccc3)c(CO)c2c1=O)NC1CCCC1	u
122	N#Cc1ccc(C(=O)N2C[C@@H](Oc3ccccc3)C[C@H]2C(=O)N2CCOCC2)cc1	-5%
123	CCn1c(C2CCN(S(=O)(=O)c3cccc(Br)c3)CC2)nn(C)c1=O	-12%

# Source: PubChem BioAssay (National Center for Advancing Translational Sciences (NCATS))
